From PubChem BioAssay
EPAC1 ag: agonists of human EPAC1. AID 720707. 0.073% of 360,000 active. EPAC1 agonist qHTS, biochemical assay; response scale: 100% = response to 6.5 mM cAMP. Potency, µM (highest dose often 154 µM), without a hit: at the top dose activation, usual class: activators; note: potency is the fitted concentration of half-maximal effect; nearly all actives have a fitted effect of over 60% in size
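Read-out is the fluorescence drop as BODIPY-GDP leaves Rap1B (480 nm excitation, 540 nm emission), recorded every 5 minutes over 30 minutes. Reactions held 100 nM EPAC1, 250 nM Rap1B–BODIPY-GDP and 50 uM GDP, with 6.5 mM cAMP setting full activation.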
GLP1R cytotox: cytotoxicity counter-screen for GLP-1 receptor inverse agonists | 0.13% of 410,000 active | HEK293 cAMP-luciferase reporter cells, luminescence, 24 h | Potency, µM (doses to about 38.3 µM), without a hit: at the highest dose activity change, negative = inhibition, actives largely listed as inhibitors;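 note: loss of luciferase light is scored as toxicity; potency is the fitted concentration of half-maximal effect; % is set by controls: 0 for no effect and ±100 for the full control effect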
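To flag toxic compounds, the library was rerun on cells for 24 hr at 37 deg C and 5% CO2. Viability-linked luminescence was captured 12 min after adding luciferase detection reagent.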
GLP-1R inv ag: acts as inverse agonist at human GLP-1 receptor | AID 624417 | HEK293 GLP-1R CRE-luciferase, luminescence, 24 h; GLP-1R form is constitutively active | 1.6% of 410,000 active | Potency, µM (highest dose often 38.3 µM), for the others: at the highest dose activity change, negative = inhibition, actives largely listed as inhibitors | P43220; note: potency is the fitted concentration of half-maximal effect; % is set by controls: 0 for no effect and ±100 for the full control effect; nearly all actives have a fitted effect of over 55% in size
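Assay principle: reduced luminescence from a cAMP-responsive reporter in HEK293 cells co-expressing a constitutively active GLP-1R. Conditions: 24 hr compound incubation, 37 deg C, 5% CO2.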
EPAC1 antagonist: antagonists of human EPAC1. Potency, µM (highest dose often 115 µM), for inactives: at the highest dose activity change, negative = inhibition, most hits filed as inhibitors. EPAC1 GEF assay, Rap1b-BODIPY-GDP exchange fluorescence. 0.14% of 360,000 active;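 note: potency is the fitted concentration of half-maximal effect; plate controls were vehicle for no effect and positive control for full effect; nearly all actives have a fitted effect of over 50% in size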
PTHR1 agonist: agonists of human PTHR1 parathyroid hormone receptor. 0.075% of 410,000 active. HEK293 GP2 PTHR1 cells, GloSensor cAMP luminescence, 1 h. AID 743266. Potency, µM (highest dose often 115 µM), without a hit: at the highest dose activation, usual class: activators. Q03431; note: potency is the fitted concentration of half-maximal effect; nearly all actives have a fitted effect of over 55% in size; some results filed as inactive show a strong effect at the top dose; inactives centre near -15; many of its hits are not listed in these tables
Target sequence (Q03431 whole entry, looked up): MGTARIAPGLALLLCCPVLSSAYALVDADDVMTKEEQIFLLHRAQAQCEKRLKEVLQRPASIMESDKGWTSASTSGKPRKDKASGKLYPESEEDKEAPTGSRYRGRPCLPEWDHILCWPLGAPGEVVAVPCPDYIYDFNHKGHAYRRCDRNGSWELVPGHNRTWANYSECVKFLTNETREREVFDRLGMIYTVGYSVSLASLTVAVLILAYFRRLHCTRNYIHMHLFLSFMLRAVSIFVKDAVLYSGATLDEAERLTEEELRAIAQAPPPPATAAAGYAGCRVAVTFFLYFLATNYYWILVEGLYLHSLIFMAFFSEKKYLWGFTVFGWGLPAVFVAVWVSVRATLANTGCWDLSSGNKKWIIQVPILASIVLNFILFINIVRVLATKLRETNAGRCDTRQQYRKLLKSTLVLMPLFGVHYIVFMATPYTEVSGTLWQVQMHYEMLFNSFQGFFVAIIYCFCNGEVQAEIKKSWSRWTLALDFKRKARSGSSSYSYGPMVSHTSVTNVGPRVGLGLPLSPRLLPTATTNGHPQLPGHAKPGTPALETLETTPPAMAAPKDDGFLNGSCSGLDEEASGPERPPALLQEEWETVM
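HEK-293-derived GP2 cells expressing PTHR1 and a GloSensor cAMP reporter, 3,000/well, plated overnight, given luciferin plus IBMX (each 0.5 mM as added) for 1 h at 37 °C, then compound for 1 h at 37 °C. Luminescence was read after 15 min at room temperature.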
PLK1 PBD block: blocks phosphopeptide binding to human PLK1 polo-box domain | P53350 | Plk1 PBD binding of FITC phosphopeptide, fluorescence polarization | Potency, µM, for inactives: max response, negative = inhibition, usual class: inhibitors | 2.8% of 360,000 active; note: potency is the fitted concentration of half-maximal effect; series mostly up to about 57 µM; % is set by controls: 0 for no effect and ±100 for the full control effect; nearly all actives have a fitted effect of over 65% in size
IL2 activator: activators of IL-2; IL-2 activation reporter assay, cell-based qHTS; stimulated with anti-CD3/CD4/CD28 beads; in transgenic mouse T cells; activation, % (series mostly up to about 46 µM); 0.065% of 360,000 active; AID 652025; in the data active = activation above about 50%; inconclusive = mostly about 30% to 49%; note: 0% is about no effect
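Readout is EGFP and DsRed signal by fluorescent plate cytometry after 18 h at 37 degrees C. Transgenic mouse T cells (750/well) received compound for 60 min before bead stimulation (anti-CD3, anti-CD4, anti-CD28); memory T cells served as non-tolerant control.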
GLP1R ag: GLP-1 receptor (human) agonism; HEK293 GLP-1R CRE-luciferase, luminescence, 4-6 h; cells express a hypersensitive GLP-1R form; 0.007% of 380,000 active; Potency, µM (doses to about 45.6 µM), for inactives: at the top dose activation, usual class: activators; note: potency is the fitted concentration of half-maximal effect; % of control where 0% means no effect
PI5P4K alpha inh: blocks human PI5P4K alpha kinase activity | PI5P4Kalpha enzyme, ADP-Glo luminescence, 60 min; active compounds read low | max response, % | 1.2% of 330,000 active | AID 652105; active = max response of -50% or lower; inconclusive = between -30% and -50%; inactive = -30% or higher; note: value at the top dose of about 77 µM; % is set by controls: 0 for no effect and ±100 for the full control effect
Target sequence (P48426 whole entry, looked up): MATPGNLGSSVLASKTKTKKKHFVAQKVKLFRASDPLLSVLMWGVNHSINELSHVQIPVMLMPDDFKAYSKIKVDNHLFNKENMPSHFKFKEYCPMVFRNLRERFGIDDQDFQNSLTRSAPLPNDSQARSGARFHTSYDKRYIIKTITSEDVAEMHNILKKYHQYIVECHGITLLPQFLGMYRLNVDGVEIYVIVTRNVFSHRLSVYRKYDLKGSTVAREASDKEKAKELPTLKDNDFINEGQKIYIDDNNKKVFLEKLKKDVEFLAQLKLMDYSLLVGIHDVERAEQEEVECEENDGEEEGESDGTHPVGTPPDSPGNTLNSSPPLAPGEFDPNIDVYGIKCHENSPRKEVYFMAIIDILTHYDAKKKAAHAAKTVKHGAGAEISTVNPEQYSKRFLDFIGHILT
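Compounds were pin-transferred onto PI5P4Kalpha and substrate in HEPES pH 7.4 buffer with EGTA, CHAPS and 5% DMSO. ATP (5 microM final) started the reaction, which ran 60 minutes at room temperature before ADP-Glo detection.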
Active calls of the source: *; i = inactive; ? = inconclusive; . = not tested or not shown; & = joins results of further samples; [ ] = another dose, or the depositor's remark. Unless noted, calls come from the whole dose curve; as a rule, active = well fitted curve in the direction sought with a large enough effect; inconclusive = small, poorly fitted or top-dose-only effect, or another doubt; inactive = no such curve, though single readings can be large; an effect the other way counts as inactive or inconclusive.

Every second line gives: EPAC1 ag	GLP1R cytotox	GLP-1R inv ag	EPAC1 antagonist	PTHR1 agonist	PLK1 PBD block	IL2 activator	GLP1R ag	PI5P4K alpha inh
1	COc1ccc(/C=N/NC(=O)C2C3CCCCC32)cc1OC (stereo not drawn)
  -7.0%	-9.9%	95.8%[activator]	8.2%	i	-4.4%	-3.1	22.6%	-7.6
2	CCC1CCCCN1CCCNC(=O)Cn1c(=O)c2cccn2c2cccnc21 (stereo not drawn)
  0.1%	-13.2%	-29.8%	32.2%[activator]	-4.9%	-15.3%	-3.7	-1.5%	-0.6
3	COc1cc2ccc(=O)oc2cc1O
  -12.3%	.	8.7%	0.5%	5.3%	4.6%	2.0	-3.5%	3.5
4	CCN(CC)c1ccc(S(=O)(=O)N2CCOCC2)cc1NC(=O)Nc1ccccc1
  -6.7%	7.8%	?	0.5%	i	?	-0.8	-9.5%	-6.5
5	Cn1c(NCc2ccco2)nc2c1c(=O)n(Cc1ccc(Cl)c(Cl)c1)c(=O)n2C
  12.3%	-8.3%	?	-11.8%	-53.8%[inhibitor]	-6.1%	-0.4	-6.2%	0.0
6	Cc1cc(C(=O)OCC(=O)Nc2ccccc2C)c(C)o1
  -0.9%	-6.8%	6.8%	4.4%	i	3.6%	-3.9	-24.4%	1.5
7	Cc1cc(CSc2ccccc2)ccc1NC(=O)c1ccc(Br)cc1
  2.9%	?	-0.4%	58.5%[activator]	i	-7.7%	-4.5	4.1%	-0.2
8	COc1ccc(NC(=O)c2ccccc2N(Cc2ccccc2)S(C)(=O)=O)cc1
  -9.1%	4.5%	-9.2%	-3.3%	-22.0%	1.9%	0.3	0.9%	-4.5
9	COc1ccc(C(=O)NCC(c2ccco2)N2CCCC2)cc1S(=O)(=O)N1CCCCC1C (stereo not drawn)
  -7.5%	4.5%	-19.4%	15.2%	-1.1%	-5.3%	0.7	-0.9%	-2.7
10	CCOC(=O)Cc1cc(=O)c2cc(C)ccc2[nH]1
  0.8%	-5.1%	4.5%	1.7%	i	-6.6%	1.0	11.9%	-1.6
11	COc1cc(C(=O)N2CCN(C3CCCCC3)CC2)cc(OC)c1OC
  4.6%	4.3%	-3.9%	-26.0%	-24.7%	-9.3%	-0.2	-0.4%	-1.8
12	O=C(CNC(=O)c1ccccc1F)NC1=NCCS1
  -4.0%	-11.0%	8.6%	12.4%	i	-1.9%	0.9	-3.3%	0.1
13	CN1CCN(C(=O)c2cccc(-c3cc(O)c4ncccc4c3)c2)CC1
  11.0%	.	.	-9.7%	-1.6%	.	-1.8	15.5%	.
14	CN1CC(=O)N(CC(=O)Nc2ccc(SC(F)F)cc2)C1=O
  -12.2%	-9.4%	?	-3.0%	i	?	-2.8	5.0%	-10.6
15	O=C(CSc1nc2ccccc2[nH]1)Nc1nc(-c2ccc(Br)cc2)cs1
  17.8%	6.7%	28.2%	-1.1%	-77.0%[inhibitor]	-5.8%	-0.6	-1.9%	16.6
16	CCN1CCN(C(=O)/C=C/c2ccc(OC)c(OC)c2)CC1
  -0.8%	2.1%	4.1%	-4.1%	-23.3%	-9.2%	2.2	-7.3%	1.1
17	CCCN(C(=O)c1cc2c(=O)oc3ccccc3c2s1)c1cccc(Cl)c1
  .	5.2%	14.4%	.	16.9%	.	.	2.2%	.
18	CCOc1ccc(N2C(=O)C3C(c4ccccc4)=NN(c4ccccc4)C3C2=O)cc1 (stereo not drawn)
  12.1%	26.2%	0.0%	-28.3%	3.5%	-21.6%	-5.6	-4.1%	1.3
19	Cc1nc2ccc(OC(=O)c3ccccc3)cc2s1
  3.0%	6.5%	10.3%	-4.6%	-21.6%	-8.3%	0.7	-2.1%	3.7
20	CCCN(CCC)CCCNC(=O)c1cc2c(=O)[nH]c3ccccc3c2n1C
  7.2%	14.3%&3.1%	2.2%&9.3%	-7.5%	?	-6.8%	1.0	-2.1%&-2.0%	-10.1
21	COc1ccc(C(=O)NC(=S)N2CCN(C)CC2)cc1Br
  -13.2%	?	-12.5%	-11.9%	-8.4%	6.1%	2.6	-2.6%	0.2
22	Cc1c(NS(=O)(=O)c2cc([N+](=O)[O-])ccc2Cl)c(=O)n(-c2ccccc2)n1C
  4.9%	8.9%	1.9%	-13.3%	-22.5%	-7.2%	0.0	0.4%	-5.3
23	CC(C)CNC(=O)C(=O)NNC(=O)c1ccco1
  11.5%	-8.8%	13.5%	6.4%	i	-7.7%	1.1	6.5%	6.2
24	O=C(CCC1CCCN(Cc2ccc3c(c2)CCO3)C1)NCc1ccc(F)c(F)c1 (stereo not drawn)
  1.9%	2.6%	?	-2.3%	-1.1%	-1.4%	0.0	13.1%	3.6
25	CN1c2ccsc2/C(=N/Nc2ccccc2)CS1(=O)=O
  16.6%	?	?	?	i	?	-0.6	24.4%	-2.9
26	N#CCc1nc2n(n1)Cc1ccccc1-2
  5.8%	25.8%	32.5%	-5.1%	i	-10.9%	-1.1	-0.4%	.
27	COC(=O)CN1C(=O)Nc2ccc(Br)cc2C1c1ccccc1 (stereo not drawn)
  -1.2%	7.1%	?	-5.1%	-38.5%	-27.2%	-1.3	5.8%	-6.2
28	CC(=O)Oc1ccc(S(=O)(=O)c2ccc(OC(C)=O)cc2)cc1
  -0.8%	14.6%[7.66 µM]	0.5%[7.66 µM]	9.3%	-25.5%	-5.7%	4.3	-0.9%	1.0
29	CCC1(C)CC(c2csc(N)n2)CCO1 (stereo not drawn)
  4.8%	?	-5.1%	-2.3%	i	1.5%	-2.4	11.3%	0.0
30	c1coc(-c2cc3nc(NC4CCCCC4)ccn3n2)c1
  -0.8%	-5.8%	-23.2%	-4.6%	-75.5%[inhibitor]	-6.0%	0.1	5.9%	-28.3

Entries of single compounds from above. Screens in order: EPAC1 ag, GLP1R cytotox, GLP-1R inv ag, EPAC1 antagonist, PTHR1 agonist, PLK1 PBD block, IL2 activator, GLP1R ag, PI5P4K alpha inh
COc1cc2ccc(=O)oc2cc1O in the list: -12.3%, ., 8.7%, 0.5%, 5.3%, 4.6%, 2.0, -3.5%, 3.5
CCN1CCN(C(=O)/C=C/c2ccc(OC)c(OC)c2)CC1 in the list: -0.8%, 2.1%, 4.1%, -4.1%, -23.3%, -9.2%, 2.2, -7.3%, 1.1

(next part)
Every second line gives: EPAC1 ag	GLP1R cytotox	GLP-1R inv ag	EPAC1 antagonist	PTHR1 agonist	PLK1 PBD block	IL2 activator	GLP1R ag	PI5P4K alpha inh
31	CCOC(=O)C1(CC)Oc2ccccc2C(c2ccc(OC)cc2)=C1C(=O)OC (stereo not drawn)
  -19.3%	2.9%	?	-3.3%	i	-2.0%	-0.8	12.6%	20.3
32	O=C(COC(=O)c1ccc(O)cc1)Nc1cc(S(=O)(=O)N2CCOCC2)ccc1N1CCOCC1
  -0.9%	21.1%	5.4%	-3.2%	i	-2.2%	0.6	3.0%	-2.5
33	O=C(c1cc(=O)[nH]c2ccccc12)N1CCN(S(=O)(=O)c2ccc3ccccc3c2)CC1
  6.7%	-6.5%	?	5.9%	-12.2%[57.5 µM]	-4.3%	0.1	-5.2%	-7.5
34	COc1cc(OC)c(C#N)c(S(=O)(=O)Cc2ccccc2)c1
  0.0%	5.6%	11.4%	1.7%	-6.2%[57.5 µM]	-17.2%	0.4	-0.1%	-14.6
35	CSCCC(NC(=O)c1ccccc1Cl)C(=O)NCC(c1ccc(F)cc1)N1CCOCC1 (stereo not drawn)
  -20.0%	-8.9%	6.8%	0.9%	i	2.3%	3.6	13.1%	-2.3
36	Cc1cc(NC(=O)c2ccccc2)n(C(C)(C)C)n1
  7.3%	-12.3%	4.0%	-5.7%	i	-1.2%	-0.7	-0.1%	0.6
37	O=C(CN1C(=O)C2C3C=CC(C3)C2C1=O)OCC(=O)c1ccc([N+](=O)[O-])cc1 (stereo not drawn)
  14.2%	7.7%	7.1%	1.2%	-1.7%	-4.5%	1.9	6.7%	0.6
38	CCCC(=O)Nc1nc2ccc(S(=O)(=O)N3CCCCC3)cc2s1
  -11.7%	?	?	-9.1%	i	4.5%	-3.2	16.4%	1.7
39	COc1ccc(C2C(C(=O)N3CCOCC3)=C(C)NC3=C2C(=O)CC(C)(C)C3)cc1O (stereo not drawn)
  0.7%	-13.6%	2.1%	-0.7%	-5.5%[57.5 µM]	-2.1%	3.0	0.5%	.
40	Cc1ccc(S(=O)(=O)N2CCN(C(=O)C(C)Cn3cncn3)CC2)cc1 (stereo not drawn)
  1.7%	4.9%	7.2%	?	i	-16.0%	0.4	9.7%	5.8
41	COc1ccc(CN2C(=O)c3ccccc3C2=O)cc1
  0.5%	8.9%	16.6%	-10.7%	?	-22.5%	-2.1	4.5%	-0.1
42	O=[N+]([O-])c1cccc(S(=O)(=O)NCCCN2CCOCC2)c1
  -1.4%	-2.6%	10.8%	-16.1%	i	-5.7%	0.1	1.1%	6.1
43	CC(C)C[C@H]1CN(CCCC[C@H]2CNC(=O)C(=O)N2CCc2ccc(O)cc2)C(=O)C(=O)N1CCc1ccc(O)cc1
  -1.3%	4.3%	27.5%	4.0%	-8.3%	1.2%	-0.4	-2.9%	-3.1
44	COc1ccc(OC)c(NC(=O)N[C@H](Cc2ccccc2)C(=O)NN)c1
  5.5%	0.1%	2.5%	-4.7%	i	-2.3%	1.1	-16.1%	11.8
45	CCCCNC(=O)c1ccc(C)c(NC(=O)C2=C(C)OCCS2)c1
  2.9%	-1.9%	-9.4%	10.7%	i	3.7%	-1.7	4.3%	0.7
46	O=C(NC1CCCCCCC1)C1CCN(c2nc3ccccc3o2)CC1
  -1.7%	-23.7%	-1.0%	-13.6%	-9.8%[57.5 µM]	-15.4%	0.2	4.4%	.
47	O=C(COc1ccc2c(c1)OCO2)Nc1ccccc1C(F)(F)F
  -3.5%	1.3%	?	3.7%	-16.0%	-9.1%	-2.2	26.9%	6.1
48	CCCOc1cccc(C2/C(=C(/O)c3ccc(OC)cc3)C(=O)C(=O)N2CCN(C)C)c1 (stereo not drawn)
  -2.5%	-1.2%	-0.1%	-4.6%	i	-9.1%	-0.7	5.3%	-0.8
49	CCc1ccccc1NC(=O)CNC(=O)CCC(=O)c1cc(C)sc1C
  -1.2%	-9.1%	-26.0%	15.7%	i	-7.2%	-0.9	-0.6%	-28.0

An excerpt, so the mix of outcomes need not match the whole.
